# JMJD2E inh: inhibitors of human JMJD2E histone demethylase | B2RXH2 | JMJD2E catalytic domain, FDH-coupled NADH fluorescence (FDH is formaldehyde dehydrogenase) | Potency, µM (highest dose often 57.1 µM), without a hit: at the top dose activity change, negative = inhibition, hits mostly inhibitors | 230,000 tested, 1.6% active | AID 2147; active = well fitted inhibition curve with a large enough effect, not every such curve was filed as active; inconclusive = small, poorly fitted or top-dose-only effect, or another doubt; inactive = no such curve, though single readings can be large or run the other way;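 note: 0% = wells with enzyme and -100% = buffer wells without enzyme; nearly all actives have a fitted effect of over 50% in size; many of its hits are not listed in these tables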
# TRb SRC2 PPI: TRbeta-SRC2 interaction inhibition | P10828 | TRbeta-SRC2 peptide binding, fluorescence polarization; receptor liganded with 1 µM T3 | Potency, µM (doses to about 106 µM), for the others: at the highest dose activity change, negative = inhibition, actives largely listed as inhibitors | 280,000 tested, 0.065% active;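 note: plate controls were bound peptide for no effect and peptide without receptor for full effect; nearly all actives have a fitted effect of over 50% in size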
#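 Binding of a 20-amino-acid Texas Red SRC2 peptide (20 nM) to TRb ligand-binding domain (0.6 uM) with agonist T3 at 1 uM was followed by fluorescence polarization after a 5 hr room-temperature incubation.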
# L3MBTL1 block: L3MBTL1 (human) inhibition. Q9Y468. AlphaScreen L3MBTL1–H3K9me1 peptide binding. Potency, µM (top dose mostly 57.1 µM), without a hit: top-dose activity, negative = inhibition, actives largely listed as inhibitors. 230,000 tested, 0.66% active. AID 485360; note: nearly all actives have a fitted effect of over 60% in size
#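 L3MBTL1 (50 nM) pre-complexed 30 min with biotinylated H3(1-15)K9me1 peptide (75 nM), then compounds added for 30 min at room temperature; AlphaScreen streptavidin donor/nickel chelate acceptor beads (10 ug/mL final) read after 30 min dark incubation.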
# Tau fibril ThT: blocks human tau fibril formation measured by thioflavin T; 270,000 tested, 2.1% active; AID 1460; P10636; recombinant tau K18 P301L (four-repeat tau fragment), heparin-induced fibrillization, ThT fluorescence; Potency, µM (top dose mostly 57.4 µM), for the others: at the top dose activity, negative = inhibition, most hits filed as inhibitors; note: nearly all actives have a fitted effect of over 55% in size
# Target sequence (P10636 561-689 P618L limits assumed): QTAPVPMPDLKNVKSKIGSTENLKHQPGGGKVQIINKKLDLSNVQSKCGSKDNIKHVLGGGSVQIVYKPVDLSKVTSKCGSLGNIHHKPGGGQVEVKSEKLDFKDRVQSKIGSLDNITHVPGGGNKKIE
#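 Tau K18 P301L fragment (15 uM unlabeled plus 0.24 uM Alexa 594-labeled) in 100 mM sodium acetate pH 7 with compound, fibrillization induced by 20 uM heparin for 6 hr at 37 C. Thioflavin T (30 uM) added, fluorescence read after 1 hr (ex 450, em 510 nm).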
# Tau fibril FP: inhibitors of human tau fibril formation | P10636 | K18 P301L tau heparin fibrillization, Alexa594 FP, 6 h | Potency, µM (top dose mostly 57.7 µM), for inactives: top-dose activity, negative = inhibition, actives largely listed as inhibitors | 280,000 tested, 0.39% active | AID 1468; note: nearly all actives have a fitted effect of over 55% in size
#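 Read-out: fluorescence polarization of Alexa 594-labeled tau (0.24 uM), 555 nm excitation, 632 nm emission. Mixtures held 15 uM unlabeled K18 P301L, compound and 20 uM heparin, pH 7 acetate buffer, incubated 6 hr at 37 C.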
# RGS12 GoLoco inh: blocks human Gai1 binding to RGS12 GoLoco peptide, red readout | P63096 | Potency, µM (top dose mostly 61.6 µM), for the others: at the highest dose activity, negative = inhibition, usual class: inhibitors | 230,000 tested, 0.44% active | Gai1:RGS12 GoLoco peptide FP, rhodamine, 10 min | AID 880; active = well fitted inhibition curve with a large enough effect, not every such curve was filed as active; inactive = no such curve, though single readings can be large or run the other way; note: nearly all actives have a fitted effect of over 30% in size; many of its hits are not listed in these tables
# RECQ1 helicase: inhibitors of human RECQ1 DNA helicase. AID 2549. P46063. 240,000 tested, 0.54% active. Potency, µM (top dose mostly 57.3 µM), without a hit: at the top dose activity, negative = inhibition, usual class: inhibitors. RECQ1 DNA unwinding, red fluorescence kinetic read;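 note: plate controls were vehicle for no effect and no enzyme for full effect; nearly all actives have a fitted effect of over 30% in size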
# Target sequence (P46063 whole entry, looked up): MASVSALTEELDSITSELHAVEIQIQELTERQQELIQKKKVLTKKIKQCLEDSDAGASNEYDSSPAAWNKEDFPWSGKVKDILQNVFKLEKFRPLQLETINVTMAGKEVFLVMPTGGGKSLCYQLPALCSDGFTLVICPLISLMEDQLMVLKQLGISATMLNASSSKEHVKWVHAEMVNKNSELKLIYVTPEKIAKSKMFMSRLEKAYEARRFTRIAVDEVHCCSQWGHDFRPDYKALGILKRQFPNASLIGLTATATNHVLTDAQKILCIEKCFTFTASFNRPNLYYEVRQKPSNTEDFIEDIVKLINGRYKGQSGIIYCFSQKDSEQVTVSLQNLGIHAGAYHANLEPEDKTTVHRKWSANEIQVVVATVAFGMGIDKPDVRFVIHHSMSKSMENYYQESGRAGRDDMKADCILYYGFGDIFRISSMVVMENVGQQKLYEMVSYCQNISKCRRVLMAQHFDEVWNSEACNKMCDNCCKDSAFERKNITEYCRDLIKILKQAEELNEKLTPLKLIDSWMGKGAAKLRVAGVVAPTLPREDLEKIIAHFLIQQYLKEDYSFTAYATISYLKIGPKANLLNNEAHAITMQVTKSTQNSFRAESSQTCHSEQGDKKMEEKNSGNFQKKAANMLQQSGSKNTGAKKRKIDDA
#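 RECQ1T1 50 nM; forked duplex (20 bp + 30-nt ss tails) 200 nM, ATP 2 mM final; pH 8.0, 2 mM MgCl2, 2.5 ug/ml poly(dI-dC); 15 min compound preincubation; discontinuous kinetic read over 2 h at RT.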
# TR SRC2 fluor cs: alters Texas Red total fluorescence, flagging assay interference; Potency, µM (titrated, usually from 106 µM), for inactives: top-dose fluorescence change, negative = quenching; TRb/SRC2 Texas Red total fluorescence interference; 280,000 tested, 0.29% active; active = well fitted curve in either direction with a large enough effect; inconclusive = small, poorly fitted or top-dose-only effect
#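 Human TRβ ligand-binding domain (0.6 uM) and Texas Red SRC2 peptide (20 nM) in Tris buffer with 1 uM T3 and 5% DMSO were incubated with pinned compound for 5 hr at ambient temperature. Total fluorescence was computed as S + 2P (555/632 nm).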
# An asterisk follows results filed as active; i = inactive; ? = inconclusive; / = not tested or not shown; & = joins results of further samples; [ ] = dose if it differs, or a comment. Unless noted, calls come from the whole dose curve; as a rule, active = well fitted curve in the direction sought with a large enough effect; inconclusive = small, poorly fitted or top-dose-only effect, or another doubt; inactive = no such curve, though single readings can be large; an effect the other way counts as inactive or inconclusive. Unless noted, % is set by controls: 0 for no effect and ±100 for the full control effect; potency is the fitted concentration of half-maximal effect.
SMILES,JMJD2E inh,TRb SRC2 PPI,L3MBTL1 block,Tau fibril ThT,Tau fibril FP,RGS12 GoLoco inh,RECQ1 helicase,TR SRC2 fluor cs
Cc1ccc(C(C(=O)NC2CCCC2)N(Cc2ccc3c(c2)OCO3)C(=O)Cc2cccs2)cc1 (centres undefined),0%,-2%,6%,4%,0%,7%,-7%,-3%
CCc1ccccc1NC(=O)c1cnc2scc(C)n2c1=O,-14%,-3%,25%,-6%,5%,12%,4%,-4%
COc1ccccc1OCC(=O)NCC1(N(C)C)CCCCC1,/,-3%,/,0%,-1%,/,/,2%
Cc1cc(C)c2c(N)c(C(=O)c3ccccc3Cl)sc2n1,i,-5%,-1%,-15%,-8%,-1%,-12%,2%
CN1CCN(C(=S)C(=O)Nc2ccccc2)CC1,-3%,7%,-13%,4%,7%,-65%,10%,2%
CCOC(=O)c1nnc(-c2ccc(C)cc2)nc1Oc1ccccc1Cl,-4%,4%,-2%,?,1%,-1%,7%,-3%
COC(=O)[C@@H]1C[C@H]2CC[C@H](O)C[C@H]2N1Cc1ccc(-c2ccccc2)cc1,?,-1%&7%,/,-16%&2%,4%&3%,71%&49%[activator],0%,-3%&1%
O=C(c1ccc(COCC(F)(F)F)o1)N1CCCCCC1,6%,1%,0%,-4%,1%,9%,i,-2%
O=C(CSc1nc2ccccc2c(=O)n1-c1ccc(Cl)cc1)c1ccco1,7%,-16%,-5%,-7%,-12%,3%,8%,-1%
CCOc1ccc(NC(=O)Cn2nnc(C(=O)NCc3ccccc3OC)c2N)cc1,-1%,4%,8%,-13%,-4%,3%,-6%,1%
NCCCCN,5%&7%,-3%&-4%,/,0%&0%,3%&-9%,-8%&7%,-5%&-6%,-2%&-3%
CCOC(=O)c1c(NC(=O)CSc2cn(CCNC(=O)c3c(F)cccc3F)c3ccccc23)sc2c1CCC2,/,9%,/,-4%,-13%,/,/,3%
COc1ccc(C(=O)Nc2cccc(OC(=O)c3ccc(C)c(C)c3)c2)cc1,?,-5%,6%,1%,?,-4%,i,-1%
CCCCNC(=O)c1c(-c2ccccc2)c(-c2ccccc2)nn(C)c1=O,/,2%,/,-2%,-1%,/,/,0%
Cc1ccc(-c2nc(C)c(CCNC(=O)c3ccco3)s2)cc1,/,-3%,/,?,-4%,/,/,-3%
CCOC(=O)c1nnc2c(-c3ccc(Cl)cc3)c(C)nn2c1C,/,5%,/,7.9µM*,3%,/,/,-1%
Cc1cc(C(=O)Nc2cccc(/C=C/C(=O)O)c2)c(C)o1,1%,-18%,-3%,?,-9%,13%,i,1%
CCN(CC)S(=O)(=O)c1ccc(NC(=O)c2ccc(Cl)nc2)cc1,1%,-2%,/,/,-6%,1%,-14%,-1%
COc1cc(Cl)c(S(=O)(=O)NCCc2c(C)[nH]c3c(C)cccc23)cc1Cl,/,-1%,/,?,22%,/,/,-1%
O=C1C=C(O)CC(c2ccc(Cl)c(Cl)c2)C1 (centres undefined),4%,1%,4%,-12%,-5%,-1%,1%,1%
COc1ccc(C(=O)CCC(=O)Nc2cc(C)ccc2C)cc1,/,-2%,/,-14%,3%,/,/,1%
COc1cc(NC(=O)CSc2nnc3ccc(-c4ccncc4)nn23)cc(OC)c1,-2%,1%,8%,1%,9%,-4%,i,-1%
O=C1CSc2ccc(C(=O)NCC(c3ccco3)N3CCCCC3)cc2N1 (centres undefined),-20%,-6%,/,-15%,2%,-1%,i,2%
Cc1nnc(SCC(=O)Nc2sc3c(c2C#N)CCCCC3)n1N,-5%,8%,/,-17%,5%,14%,-4%,1%
CC(=O)Nc1ccc(NC(=O)c2c(C)nc3ccccn23)cc1,3%,-24%,-2%,-13%,6%,8%,i,-1%
C=CCNC(=O)NC(=O)COC(=O)/C=C/c1cccc([N+](=O)[O-])c1,-5%,-5%,19%,-3%,-5%,0%,-7%,-1%
Nc1cnc(CNc2ccccc2Cl)cn1,4%,0%,/,-1%,1%,0%,-3%,-1%
COc1ccc(S(=O)(=O)N2CCCC(C(=O)Nc3ccc(OC)c(OC)c3)C2)cc1 (centres undefined),-7%,2%,-6%,0%,11%,-11%,8%,-6%
CC(C)(C)CNc1cc(N2CCCC2)ccc1[N+](=O)[O-],4%,5%,0%,-10%,-2%,-7%,7%,-1%
CC(C)CCCC(C)C1CCC2C3CC=C4CC(O)CCC4(C)C3CCC12C (centres undefined),12%,-4%,/,-7%,0%,1%,1%,1%
CCOC(=O)N1CCN(S(=O)(=O)c2cccs2)CC1,6%,-17%,-5%[11.4 µM],1%,-6%,7%,-2%,-2%
CCc1noc(-c2ccc(NC(C)c3ccccc3)c([N+](=O)[O-])c2)n1 (centres undefined),/,2%,/,8%,-8%,/,/,-1%
COc1ccccc1C1CC(c2ccco2)=NN1S(C)(=O)=O (centres undefined),7%,-10%,-1%,1%,11%,137%[activator],-4%,-2%
COCC(=O)N(Cc1nc2ccccc2c(=O)[nH]1)Cc1cccs1,-1%,3%,-4%,-8%,0%,11%,-2%,-4%
O=C(c1ccc(F)cc1)n1ccc(-c2cnc(-c3ccccc3)s2)n1,?,-12%,/,-13%,?,7%,-12%,-1%
CNC(=S)NNc1ccccc1[N+](=O)[O-],5%,-2%,-10%,?,2%,-5%,-1%,-6%
CCN(CC)c1ccc(NC(=O)c2[nH]c(C)c(C(C)=O)c2C)c(C)c1,-4%,4%,21%,?,2%,-5%,3%,-2%
CCN(Cc1ccccc1)C(=O)c1ccc(Cl)cc1[N+](=O)[O-],0%,-5%,-13%,-8%,0%,-2%,-16%,2%
O=C(Oc1ccc(=O)n(-c2ccccc2)n1)c1ccc(Cl)cc1,6%,-13%[53 µM],11%,?,8%,1%,i,-1%[53 µM]
CCCS(=O)(=O)N1CC(=O)N(c2ccccc2C)C(C)(C(=O)NC2CCCCC2)C1 (centres undefined),/,-3%,/,8%,3%,/,/,3%
CC(=O)C1C(c2ccc([N+](=O)[O-])cc2)c2c(noc2C)CC1(C)O (centres undefined),1%,-5%,9%,-1%,11%,-1%,0%,-2%
COc1ccc(N=C2NN=C(c3c(C)[nH]c4ccccc34)CS2)cc1,?,-1%,-21%,?,-17%,13%,0%,-4%
CCOC(=O)c1nn(-c2ccccc2F)c(-c2ccccc2)c1C(=O)c1ccccc1,-3%,-1%,2%,-9%,2%,1%,-12%,-3%
Cc1cccc(NC(=O)Cn2c(=O)oc3cc(S(=O)(=O)NCc4ccccc4)ccc32)c1,/,1%,/,12%,?,/,/,4%
CCOc1ccc(-n2c(SCc3ccc(C(=O)OC)o3)nc3c(c2=O)SCC3)cc1,-8%,7%,-4%,-10%,7%,13%,-2%,0%

# Not a retest: an excerpt of the list.
SMILES,JMJD2E inh,TRb SRC2 PPI,L3MBTL1 block,Tau fibril ThT,Tau fibril FP,RGS12 GoLoco inh,RECQ1 helicase,TR SRC2 fluor cs
Cc1ccc(C(C(=O)NC2CCCC2)N(Cc2ccc3c(c2)OCO3)C(=O)Cc2cccs2)cc1 (centres undefined),0%,-2%,6%,4%,0%,7%,-7%,-3%
CCc1ccccc1NC(=O)c1cnc2scc(C)n2c1=O,-14%,-3%,25%,-6%,5%,12%,4%,-4%
COc1ccccc1OCC(=O)NCC1(N(C)C)CCCCC1,/,-3%,/,0%,-1%,/,/,2%
Cc1cc(C)c2c(N)c(C(=O)c3ccccc3Cl)sc2n1,i,-5%,-1%,-15%,-8%,-1%,-12%,2%
CN1CCN(C(=S)C(=O)Nc2ccccc2)CC1,-3%,7%,-13%,4%,7%,-65%,10%,2%
CCOC(=O)c1nnc(-c2ccc(C)cc2)nc1Oc1ccccc1Cl,-4%,4%,-2%,?,1%,-1%,7%,-3%
COC(=O)[C@@H]1C[C@H]2CC[C@H](O)C[C@H]2N1Cc1ccc(-c2ccccc2)cc1,?,-1%&7%,/,-16%&2%,4%&3%,71%&49%[activator],0%,-3%&1%
O=C(c1ccc(COCC(F)(F)F)o1)N1CCCCCC1,6%,1%,0%,-4%,1%,9%,i,-2%
O=C(CSc1nc2ccccc2c(=O)n1-c1ccc(Cl)cc1)c1ccco1,7%,-16%,-5%,-7%,-12%,3%,8%,-1%

# Continuation:
SMILES,JMJD2E inh,TRb SRC2 PPI,L3MBTL1 block,Tau fibril ThT,Tau fibril FP,RGS12 GoLoco inh,RECQ1 helicase,TR SRC2 fluor cs
CCOc1ccc(C2C(=O)N(C3CCCCCC3)CC(=O)N2CCc2ccc(OC)c(OC)c2)cc1OC (centres undefined),/,-6%,/,1%,-12%,/,/,-2%
CCOC(=O)Nc1sc(C)c(C)c1C(=O)OCC,1%,2%,13%,-5%,-5%,9%,i,0%
CCc1ccc2c(c1)C(O)(CC(=O)c1cccs1)C(=O)N2 (centres undefined),-6%,-1%,8%,-8%,-3%,0%,i,-1%
O=C1NC(c2ccccc2)Nc2c1sc(=S)n2-c1ccccc1 (centres undefined),0%,-1%,/,?,-11%,0%,i,-5%
COc1ccc(CCNC(=O)c2cnn(-c3ccc(F)cc3)c2C2CCN(C(=O)OC(C)(C)C)CC2)cc1OC,/,-1%,/,-5%,-3%,/,/,0%
Cc1cc(C)cc(OCC(=O)OCc2nnc(-c3ccccc3)o2)c1,7%,3%,/,-4%,-9%,3%,-17%,-1%
CCOc1ccccc1CNS(=O)(=O)c1ccc(-c2coc(C)n2)cc1,/,0%,/,7%,8%,/,/,0%
O=C1c2ccccc2C(=O)c2c1ncn2-c1ccccc1,3%,5%,-12%,-11%,6%,2%,1%,-1%
CCOC(=O)Cn1c(=O)n(-c2ccc(Cl)cc2)c2nc(-c3ccc(Cl)cc3)nc(C(N)=O)c21,/,1%,/,2%,-10%,/,/,-3%

# Screening data from PubChem BioAssay.

# These rows are one share of the data; count on the stated rates, not on these rows.
